ERAP1 inh: human ERAP1 aminopeptidase inhibitors, primary screen, biochemical, single point, plate reader. 340,000 compounds, 0.15% hits. inhibition, % at 10.7 µM. Endoplasmic reticulum aminopeptidase 1 (Homo sapiens), Q9NZ08. recombinant ERAP1, Leu-AMC fluorescence, 60 min;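 active = mean replicate inhibition of at least 30%, or all replicates individually reaching that 30% level; inactive = mean below 30% and not every replicate reaching it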;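 note: 0% = neutral control wells and 100% = L-leucinethiol positive control wells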
Target sequence (Q9NZ08 whole entry, looked up): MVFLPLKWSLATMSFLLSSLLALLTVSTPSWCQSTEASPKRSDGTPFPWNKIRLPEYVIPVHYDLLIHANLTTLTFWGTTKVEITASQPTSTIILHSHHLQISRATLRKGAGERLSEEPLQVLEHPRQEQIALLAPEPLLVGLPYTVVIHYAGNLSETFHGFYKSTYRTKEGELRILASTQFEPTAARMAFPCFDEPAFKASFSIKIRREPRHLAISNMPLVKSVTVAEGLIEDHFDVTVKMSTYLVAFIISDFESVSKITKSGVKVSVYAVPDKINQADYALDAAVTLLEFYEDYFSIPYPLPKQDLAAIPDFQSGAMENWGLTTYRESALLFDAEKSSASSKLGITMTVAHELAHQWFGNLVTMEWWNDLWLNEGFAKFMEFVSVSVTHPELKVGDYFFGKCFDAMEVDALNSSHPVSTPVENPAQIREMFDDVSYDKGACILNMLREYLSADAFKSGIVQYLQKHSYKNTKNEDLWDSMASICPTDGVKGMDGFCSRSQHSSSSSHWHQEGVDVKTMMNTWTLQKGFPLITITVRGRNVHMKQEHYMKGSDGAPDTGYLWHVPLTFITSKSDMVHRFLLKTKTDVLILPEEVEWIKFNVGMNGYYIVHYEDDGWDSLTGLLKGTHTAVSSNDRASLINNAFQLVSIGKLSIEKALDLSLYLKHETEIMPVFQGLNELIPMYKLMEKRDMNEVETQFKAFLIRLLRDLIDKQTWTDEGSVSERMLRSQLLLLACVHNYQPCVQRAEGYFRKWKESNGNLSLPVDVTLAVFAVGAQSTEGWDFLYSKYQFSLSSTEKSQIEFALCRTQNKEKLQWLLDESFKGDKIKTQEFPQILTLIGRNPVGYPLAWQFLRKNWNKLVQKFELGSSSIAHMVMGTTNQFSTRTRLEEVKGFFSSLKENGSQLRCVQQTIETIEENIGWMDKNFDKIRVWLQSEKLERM
FN deposition inh: inhibitors of fibronectin matrix deposition, primary screen, AH1F cells, Alexa488-fibronectin fluorescence, plate reader | AH1F fibroblasts, overnight | inhibition, % at 12.6 µM | 350,000 compounds, 0.086% hits | AID 743247, 2014;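 active = mean inhibition across replicates of 30% or more, regardless of how many single replicates reach that level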;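 note: positive control wells lacked labelled fibronectin entirely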
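Test system: AH1F fibroblast monolayer depositing Alexa488-labelled fibronectin into matrix. Input: 10000 cells per well. Technique: fluorescence, ex 485 nm, em 525 nm. Buffer or medium: DMEM plus 2% serum, read in PBS. Timing: 1 h cell adhesion before compound, then overnight fibronectin incubation. Compound: single dose, pinned. Read-out basis: inhibition from reduced deposited-fibronectin fluorescence.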
PglD DTNB: C. jejuni PglD acetyltransferase inhibitors, primary screen, biochemical, DTNB colorimetric, single point; purified PglD enzyme, DTNB colorimetric CoA detection; 360,000 compounds, 0.098% hits; UDP-N-acetylbacillosamine N-acetyltransferase PglD (Campylobacter jejuni); inhibition, % at 12.5 µM; AID 602405, 2012; in the data active = inhibition above about 16%, passing the limit was not always enough; note: strong numbers were not always called active
PGC1a acetyl inh: inhibitors of PGC1a acetylation signal, primary screen, cell-based, U2OS, AlphaScreen, inhibitor mode; AlphaScreen anti-acetyl-lysine; with virally co-expressed GCN5 acetyltransferase; inhibition, % at 15.6 µM; 350,000 compounds, 0.17% hits; AID 651687, 2012;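 active = every replicate shows inhibition of at least 40%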;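 note: 0% = neutral control wells and 100% = positive control wells; some results beyond the cut were filed as inactive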
S100A4 MyoIIA: inhibitors of S100A4-myosin IIA peptide binding, primary screen, biochemical, fluorescence polarization, TAMRA-MyoIIA peptide; 360,000 compounds, 0.14% hits; inhibition, % at 10.7 µM; Protein S100-A4 (Homo sapiens), P26447;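 active = mean inhibition of at least 70% across replicates, with every replicate also reaching that level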
Target sequence (P26447 whole entry, looked up): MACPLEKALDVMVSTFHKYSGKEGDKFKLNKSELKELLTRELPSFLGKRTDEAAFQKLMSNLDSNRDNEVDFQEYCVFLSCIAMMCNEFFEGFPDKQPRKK
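System – human S100A4 monomer protein, biochemical binding assay · Buffer or medium – Calcium-containing HEPES buffer, pH 7.2 · Timing – 5 min between mix addition and reading · Also added – TAMRA-labelled myosin IIA heavy-chain peptide probe, 5 nM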
PAX8 reporter: inhibitors of PAX8-driven TPO luciferase reporter, primary screen, RMG-I cells, single concentration. SteadyGlo, 24 h. inhibition, % at 12.6 µM. 360,000 compounds, 1.2% hits. AID 652154, 2013;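 active = mean replicate inhibition at least 60% with every replicate also reaching 60%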;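 note: luciferase light reporting Pax8 driven TPO promoter activity; plate controls were median of neutral control wells for no effect and mitoxantrone controls for full effect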
LGR2 antag: inhibitors of bursicon-induced LGR2 CRE-luciferase signal, primary screen, cell-based, HEK293, CRE-luciferase reporter, bursicon stimulation; Drosophila bursicon receptor LGR2 (rickets); 380,000 compounds, 0.35% hits; bursicon-stimulated, 4 h; inhibition, % at 9.99 µM; AID 720647, 2013;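 active = drop in luminescence signal, shown as inhibition above about 50% in the replicate tests, limit read from the data, passing the limit was not always enough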;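 note: agonist challenge used bursicon conditioned medium at about half maximal strength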
EWS-Fli block: EWS/Fli-driven NR0B1 reporter inhibitors, primary screen, A673 cells, NR0B1 luciferase, luminescence, MLPCN library. viability-normalised. inhibition, % at 12.6 µM. 350,000 compounds, 0.67% hits;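 active = mean inhibition of at least 50% after viability correction, with every replicate also passing that limit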;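 note: firefly luciferase signal divided by Alamar Blue viability fluorescence both relative to DMSO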
Active calls of the source: *; · = not tested or not shown.

SMILES	ERAP1 inh	FN deposition inh	PglD DTNB	PGC1a acetyl inh	S100A4 MyoIIA	PAX8 reporter	LGR2 antag	EWS-Fli block
COc1cccc(-c2ccc([C@H]3[C@H](CO)N4C(=O)CN(C(=O)C5CCOCC5)C[C@@H]34)cc2)c1	·	·	·	-22	-21	-17	-1	3
CCC(CC)c1nnc(NC(=O)c2cccc(S(=O)(=O)N3CCOCC3)c2)s1	2	2	-2	-17	-2	-5	1	14
CO[C@@H]1CN(C)C(=O)c2ccc(NC(=O)C3CC3)cc2OC[C@H](C)N(Cc2cccnc2)C[C@H]1C	-1	-2	3	-6	-4	-1	4	-6
CC(=O)N1c2c(cc(Br)cc2S(=O)(=O)NCc2ccc(C)cc2)CC1C (centres undefined)	0	-2	-5	·	1	4	-6	-1
COc1ccc(S(=O)(=O)N(C)C[C@H]2Oc3c(NC(=O)Nc4ccc(C(F)(F)F)cc4)cccc3C(=O)N([C@H](C)CO)C[C@H]2C)cc1	1	-17	0	0	-7	34	4	-3
Cc1ccccc1S(=O)(=O)NCC[C@H]1CC[C@@H](NC(=O)Nc2cccc(F)c2)[C@H](CO)O1	-4	-7	-1	-22	1	15	-6	-7
CN(C(=O)COC(=O)c1cc2ccccc2oc1=O)C1CCCCC1	1	-1	-8	·	-3	26	2	1
COC(=O)C1(C)CCc2c(ccc3ccccc23)C1=O (centres undefined)	9	2	·	·	-1	9	-24	5
Cc1ccc(S(N)(=O)=O)c(C)c1-n1cnnn1	0	·	·	0	-17	19	3	-4
Cc1noc(C)c1S(=O)(=O)Nc1ccc2c(c1)C(=O)N([C@@H](C)CO)C[C@@H](C)[C@H](CN(C)S(=O)(=O)c1cccs1)OCCCC[C@@H](C)O2	·	2	2	1	·	-4	2	4
CC12CCC(C(=O)Nc3ccccc3Cl)([C@H](Br)C1=O)C2(C)C (some centres undefined)	11	-4	·	-19	-5	-1	-1	4
Cc1ccccc1NC(=O)CN1C(=O)CSc2ccccc21	·	8	3	2	-7	0	0	3
Cc1ccc(NC(=O)c2ocnc2C)cc1Cl	2	·	-3	4	-4	·	-32	-108
CC(OC(=O)c1ccc(OCC2CCCO2)cc1)C(=O)N(C)Cc1ccccc1 (centres undefined)	-1	·	-1	-3	0	-9	-33	-10
CCN(CCCn1c(=S)[nH]c2ccc(N3CCOCC3)cc2c1=O)c1ccccc1	0	-6	·	3	-11	27	2	10
CC1CCCN(C(=O)c2ccc(Br)c(S(=O)(=O)N3CCOCC3)c2)C1 (centres undefined)	0	-6	-2	0	0	-5	-3	1
COc1cc(C(=O)N/C(=C\c2cn(S(=O)(=O)N(C)C)c3ccccc23)C(=O)NCCCO)cc(OC)c1OC	-3	3	·	·	-1	-5	-4	-3
CCc1cc2c(SCC(=O)NCC3CCCO3)ncnc2s1 (centres undefined)	-3	4	5	-11	-2	0	-6	-1
CCN(CC)S(=O)(=O)c1ccc2[nH]cc(C(=O)NCCN3CCCCCC3)c(=O)c2c1	·	-10	7	10	·	·	10	·
COc1cc(C(=S)N2CCOCC2)ccc1OC(=O)c1cc([N+](=O)[O-])cc([N+](=O)[O-])c1	·	-6	-7	5	·	2	25	·
O=C(Cc1ccccc1)N1CC[C@@H]2[C@H]1c1cc(Br)ccc1N[C@@H]2CO	-2	10	-1	-24	7	-6	28	-5
Cc1cc(N2CCN(CC(C)(C)O)C[C@@H]2C)ccc1N1CCN(CC(C)(C)O)[C@@H](C)C1	5	-5	·	·	-1	-3	0	0
COc1ccc(-c2nc(=S)[nH][nH]2)cc1OC	-1	0	·	0	-1	15	13	10
Oc1cccc(C2c3[nH]c4ccccc4c3CCN2Cc2cnn(-c3ccccc3)c2)c1 (centres undefined)	0	10	·	·	5	21	-15	-2
COc1ccc(NC(=O)c2cccc(N3C(=O)C4C5CCC(C5)C4C3=O)c2)cc1 (centres undefined)	2	·	-2	-1	0	6	-29	·

Carrying on.
SMILES	ERAP1 inh	FN deposition inh	PglD DTNB	PGC1a acetyl inh	S100A4 MyoIIA	PAX8 reporter	LGR2 antag	EWS-Fli block
COc1ccc(S(=O)(=O)N(C)C[C@H]2Oc3ccc(NC(=O)CCCN(C)C)cc3CC(=O)N([C@@H](C)CO)C[C@@H]2C)cc1	0	-3	0	3	-17	-18	6	0
CCCC(=O)Nc1ccc2c(c1)C(=O)N(C)C[C@H](OC)[C@H](C)CN(Cc1ccc(F)cc1)[C@H](C)CO2	·	-8	·	-38	·	·	-2	4
O=C(O)COCC(=O)Nc1ccc2c(c1)oc1ccccc12	-4	0	-4	-2	2	2	9	-2
C[C@@H]1CCCCO[C@H](CN(C)S(=O)(=O)c2ccc(Cl)cc2)[C@H](C)CN([C@H](C)CO)C(=O)c2cc(N(C)C)ccc2O1	-2	·	1	-13	-46	68*	-6	9
O=C(C[C@@H]1CC[C@@H]2NC[C@@H](O)COC[C@H]2O1)NCCc1ccncc1	·	-7	-1	10	·	1	-5	0
O=C(OCn1nnc2ccccc2c1=O)c1ccco1	3	-7	-4	·	-2	-1	-9	-2
CC(C)NC(=O)CCCc1cn(C)c2ccccc12	-4	·	0	5	3	·	9	11
Cc1cc(Cl)ccc1-c1nc(NCc2ccccc2)nc2ccsc12	1	3	6	·	-4	-9	-40	-17
Cc1ccc(S(=O)(=O)N2[C@@H](c3cccc(Cl)c3)C(C(=O)O)=CC[C@H]2c2ccc(C(C)C)cc2)cc1	·	8	-4	-1	-2	-41	-2	-10
COc1ccc(Cc2nc3ccccc3n2CC(=O)N/N=C/c2ccccc2)cc1OC	3	1	·	·	0	23	8	-8
CC(C)C#Cc1ccc2c(c1)O[C@H](CN(C)C(=O)c1ccncc1)[C@@H](C)CN([C@@H](C)CO)S2(=O)=O	-1	·	-1	-5	3	-10	-4	0
CO[C@H]1CC[C@H]2CCOc3c(C#N)cccc3C(=O)N(C)CCCC(=O)N(C)C[C@@H]1O2	2	-6	-3	-15	3	2	19	5
Cc1noc(C)c1NC(=O)N(C)C[C@H]1OCCCC[C@@H](C)Oc2ccc(NS(=O)(=O)c3ccc(F)cc3)cc2C(=O)N([C@H](C)CO)C[C@H]1C	-2	-17	1	·	1	-4	9	-8
Cc1nc(CS(=O)(=O)c2ccccn2)sc1C(=O)NNC(=O)c1c(F)cccc1Cl	·	4	-2	12	4	-13	-3	6
C[C@@H]1CN([C@H](C)CO)C(=O)c2cc(NS(=O)(=O)c3ccc(F)cc3)ccc2O[C@@H](C)CCCCO[C@@H]1CN(C)Cc1ccc(C(=O)O)cc1	3	·	-3	9	3	5	12	1
CCCCNC(=O)C1c2ccccc2OCC(=O)N1Cc1cccnc1 (centres undefined)	1	-3	·	·	-1	-6	5	-7
C[C@@H]1CN([C@H](C)CO)C(=O)c2ccccc2-c2ccccc2CO[C@@H]1CN(C)Cc1ccc(C(=O)O)cc1	2	-1	0	1	-1	·	7	-7
ClCc1cc2ccccc2nc1Cl	-1	10	·	·	-4	9	-3	12
O=C1C2C(c3cccc(/C=C/c4ccccc4)c3)CC=CC2C(c2ccc3ccccc3c2)N1Cc1ccccc1 (centres undefined)	-1	0	0	-2	22	-35	·	5
COc1ccc(NC(=S)Nc2cccc(C(F)(F)F)c2)c(C)c1	-3	12	·	-3	-4	-1	13	-30
CCCn1nc(C(=O)OCC(=O)c2c(N)n(C)c(=O)n(C)c2=O)c2ccccc2c1=O	-3	3	·	4	-1	6	22	5
CC(C)Sc1nc(-c2cccs2)nc2cc(Cl)ccc12	·	8	·	·	3	-5	4	-6
CCc1ccc(Nc2nnc(SC(C)C(=O)NC3CC3)s2)cc1 (centres undefined)	3	24	6	6	-3	-1	-13	-9
Nc1ncn(C(=S)Nc2ccccc2)n1	1	12	·	·	0	6	6	-3
Nn1c(SCc2ccccc2)nc2c(cnn2-c2ccccc2)c1=O	-2	1	·	·	2	-93	-61	-60

Taken from the listing for reference:
SMILES	ERAP1 inh	FN deposition inh	PglD DTNB	PGC1a acetyl inh	S100A4 MyoIIA	PAX8 reporter	LGR2 antag	EWS-Fli block
COc1ccc(S(=O)(=O)N(C)C[C@H]2Oc3ccc(NC(=O)CCCN(C)C)cc3CC(=O)N([C@@H](C)CO)C[C@@H]2C)cc1	0	-3	0	3	-17	-18	6	0
CCCC(=O)Nc1ccc2c(c1)C(=O)N(C)C[C@H](OC)[C@H](C)CN(Cc1ccc(F)cc1)[C@H](C)CO2	·	-8	·	-38	·	·	-2	4
O=C(O)COCC(=O)Nc1ccc2c(c1)oc1ccccc12	-4	0	-4	-2	2	2	9	-2

New compounds follow
SMILES	ERAP1 inh	FN deposition inh	PglD DTNB	PGC1a acetyl inh	S100A4 MyoIIA	PAX8 reporter	LGR2 antag	EWS-Fli block
CCCCNc1ccc(C(CC(N)=O)NC(=O)Cc2ccc(Br)cc2)cc1[N+](=O)[O-] (centres undefined)	·	-10	-1	·	0	11	-1	-5
CO[C@H]1CN(C)C(=O)c2cc(NC(=O)C3CC3)ccc2OC[C@@H](C)N(Cc2cncnc2)C[C@@H]1C	3	9	0	21	12	5	-6	-2
COc1cc2c(cc1OC)C(COc1cccc(C(F)(F)F)c1)NCC2 (centres undefined)	2	-9	1	-3	-25	4	-4	·
O=C(CNc1cc(S(=O)(=O)N2CCOCC2)ccc1N1CCOCC1)Nc1cccc(C(F)(F)F)c1	-5	·	-3	6	1	11	7	12
CC(Oc1cccnc1[N+](=O)[O-])C(=O)N1CCc2ccccc21 (centres undefined)	6	-2	·	-5	0	11	30	5
CC(=O)Nc1ccccc1C(=O)C(=O)Nc1cccc(C(=O)NCC2CCCO2)c1 (centres undefined)	3	1	·	·	-3	-4	-4	-4
O=C(O)c1nccnc1C(=O)N1CCN(c2ccccc2)CC1	0	1	·	·	14	-40	2	3
Cc1cc(SCC(=O)Nc2ccc(O)cc2)n2ncc(-c3ccccc3)c2n1	·	7	-1	-18	-7	3	3	24
CS(=O)(=O)N1[C@H](CO)[C@@H](c2ccc(C#CC3CC3)cc2)[C@@H]1C#N	2	-7	-1	6	-1	8	1	4
C[C@@H]1CN([C@@H](C)CO)C(=O)Cc2cc(NC(=O)CCCCCC(=O)Nc3ccccc3N)ccc2O[C@H]1CN(C)S(C)(=O)=O	0	·	-3	3	2	-8	5	8
Cc1nn(CC(=O)NC(C)C(C)C)c(C)c1S(=O)(=O)N1CCCCC1 (centres undefined)	1	·	·	·	-1	6	-19	0
CCOc1ccc(NC(=O)Nc2ccc3c(c2)N(C)C(=O)CS3)cc1	-2	1	6	9	1	-8	3	0
CS(=O)(=O)N1Cc2cc(C(=O)NCC3CC3)nc(-c3cccc(-c4cccnc4)c3)c2[C@H]1CCO	·	10	·	·	0	11	-19	13
Cc1csc2ncc(C(=O)N3CCCc4ccccc43)c(=O)n12	-1	1	5	-1	0	11	·	5
Cc1ccc(N(Cc2ccccc2)C(=O)c2ccc(F)c(S(=O)(=O)N3CCOCC3)c2)cc1	-3	-4	5	-18	-3	6	9	7
COc1ccc(Cn2c(=O)[nH]c3cc(C(=O)N4CCN(c5ccc(C(C)=O)cc5)CC4)ccc3c2=O)cc1	-4	1	-5	-25	-2	5	-11	36
Cc1ccc(NC(=O)Cn2nc(-c3ccco3)ccc2=O)cc1Cl	-2	-7	-6	0	-6	11	-8	·
CCOC(=O)c1sc(=NC(=O)c2cccc(Br)c2)n(C)c1C	-1	-1	-1	8	-2	15	-46	·
COC(=O)C1=C(C)N(c2ccc(OC)c(OC)c2)C(=O)/C1=C\c1ccco1	1	-3	·	-5	2	5	3	4

From PubChem
